# Source: PubChem
# DAX1 inh-1 = DAX1 (NR0B1) inhibition, primary screen; inhibition, % at 6.8 µM; HEK293T StAR-luciferase reporter, SF-1/DAX-1 repression relief; hit rate 1.1% among 370,000; AID 652010;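 active = inhibition above the mean over all tested compounds plus 3 SD, cut at about 3.6% in these data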;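 also: 0% = DAX-1 cells with DMSO and 100% = cells lacking DAX-1 with DMSO; higher inhibition means more luminescence from relief of DAX-1 repression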
# hcDAF-12 act = H. contortus DAF-12 activation, primary screen; hit rate 1.4% among 370,000; activation, % at 6.8 µM; HEK293 hcDAF-12 lit1-tk-luc reporter, luminescence; 0% DMSO, 100% Δ7-dafachronic acid;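 active = activation above the mean of all tested compounds plus 3 SD, cut at about 5.5% in these data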;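 also: 100% = response to 3 µM Δ7-dafachronic acid high control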
# FXN GAA850 act = activators of GAA850 frataxin (FXN) promoter | AID 540364 | hit rate 0.56% among 360,000 | activation, % at 6 µM | HEK293 lucGAA850 FXN promoter luciferase reporter, 24 h; percent of 10 µM SAHA response;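 active = activation above the average of all compounds screened plus 3 SD, cutoff fixed separately per campaign, cut at about 7.5% in these data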;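 also: 0% = DMSO wells and 100% = 10 µM SAHA wells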
# ssDAF-12 act = activates DAF-12 receptor from parasite S. stercoralis; activation, % at 6.8 µM; hit rate 1% among 370,000; HEK293 ssDAF-12/GRIP1 lit1-tk-luc reporter, luminescence; % of 3 µM dafachronic acid response;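 active = activation above the mean over all tested compounds plus 3 SD, cut at about 0.9% in these data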;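 also: 0% = DMSO-only wells and 100% = 3 µM delta7-dafachronic acid wells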
# ADAM17 inh = inhibits human ADAM17 | P78536 | recombinant ADAM17, EDANS/DABCYL FRET peptide cleavage | inhibition, % at 6.95 µM | hit rate 0.83% among 370,000 | AID 720648;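 active = inhibition above the mean of compounds lying between control limits plus 3 SD, set per campaign, cut at about 8.5% in these data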;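 also: 0% = DMSO-only wells as the low control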
# Target sequence (P78536 215-824 limits assumed): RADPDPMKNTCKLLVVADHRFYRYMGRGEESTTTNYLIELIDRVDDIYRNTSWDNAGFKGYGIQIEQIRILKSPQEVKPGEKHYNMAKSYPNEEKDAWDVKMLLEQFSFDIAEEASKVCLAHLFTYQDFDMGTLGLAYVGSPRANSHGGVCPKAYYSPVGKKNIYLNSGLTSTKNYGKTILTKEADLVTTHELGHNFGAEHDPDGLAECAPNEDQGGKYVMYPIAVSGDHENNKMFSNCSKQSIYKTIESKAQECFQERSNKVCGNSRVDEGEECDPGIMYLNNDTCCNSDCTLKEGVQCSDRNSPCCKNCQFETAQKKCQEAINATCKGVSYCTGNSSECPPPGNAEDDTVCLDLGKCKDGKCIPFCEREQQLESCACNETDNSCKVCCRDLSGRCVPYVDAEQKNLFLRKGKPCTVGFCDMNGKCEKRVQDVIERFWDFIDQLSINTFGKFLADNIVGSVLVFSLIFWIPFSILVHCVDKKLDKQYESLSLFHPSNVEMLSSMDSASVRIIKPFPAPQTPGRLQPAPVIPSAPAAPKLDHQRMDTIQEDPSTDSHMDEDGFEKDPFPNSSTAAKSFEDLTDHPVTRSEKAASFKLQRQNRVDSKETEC
# PG9 binder = PG9 antibody binding by small molecule; TR-FRET gp120-PG9 antibody binding; inhibition, % at 6.7 µM; hit rate 0.43% among 360,000; AID 624416; in the data active = inhibition above about 8.5%
# DAX1 inh-2 = NR0B1 (DAX1) inhibition | inhibition, % at 6.75 µM | HEK293 Gal4-DAX1 luciferase reporter, luminescence | AID 504766 | hit rate 0.99% among 340,000;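 active = inhibition above the mean over all tested compounds plus 3 SD, cut at about 4.2% in these data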;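 also: 0% = DAX1-transfected cells with DMSO and 100% = empty-vector control cells with DMSO; inhibition shows as a rise in luminescence from relieved DAX1 repression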
# hgDAF-12 ag = activates the H. glycines DAF-12 receptor ligand-binding domain | HEK293 GAL4-hgDAF12 UAS-luciferase reporter, agonist luminescence; normalized to butyrate control | activation, % at 6.8 µM | hit rate 1.8% among 370,000;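 active = activation above a cutoff set at the mean of all screened compounds plus 3 SD, cut at about 10% in these data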;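 also: 0% = DMSO wells and 100% = sodium butyrate wells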
# NPR1 activator = GC-A (human) enzyme activation | P16066 | HEK293 GC-A cells, cGMP TR-FRET, EC30 ANP; 0% at EC30 ANP, 100% saturating ANP | activation, % at 10 µM | AID 1671463 | hit rate 0.14% among 370,000; in the data active = activation above about 40%
# SMARCA2 activ = activators of SMARCA2 function. MG213 cells, MMTV-luciferase reporter, dexamethasone, overnight. activation, % at 9.1 µM. hit rate 1% among 370,000. AID 652017; in the data active = activation above about 7.8%;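 also: 0% = vehicle wells and 100% = reference activator wells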
# ADAM10 inh = inhibits human ADAM10; O14672; recombinant ADAM10, EDANS/DABCYL FRET peptide cleavage, 3 h; inhibition, % at 7 µM; hit rate 0.62% among 370,000; AID 720582;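 active = inhibition above a per-campaign cutoff equal to the mean of compounds falling between control-based bounds plus 3 SD, cut at about 20% in these data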;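 also: 0% = DMSO wells while the 100% control is not disclosed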
# Target sequence (O14672 214-748 limits assumed): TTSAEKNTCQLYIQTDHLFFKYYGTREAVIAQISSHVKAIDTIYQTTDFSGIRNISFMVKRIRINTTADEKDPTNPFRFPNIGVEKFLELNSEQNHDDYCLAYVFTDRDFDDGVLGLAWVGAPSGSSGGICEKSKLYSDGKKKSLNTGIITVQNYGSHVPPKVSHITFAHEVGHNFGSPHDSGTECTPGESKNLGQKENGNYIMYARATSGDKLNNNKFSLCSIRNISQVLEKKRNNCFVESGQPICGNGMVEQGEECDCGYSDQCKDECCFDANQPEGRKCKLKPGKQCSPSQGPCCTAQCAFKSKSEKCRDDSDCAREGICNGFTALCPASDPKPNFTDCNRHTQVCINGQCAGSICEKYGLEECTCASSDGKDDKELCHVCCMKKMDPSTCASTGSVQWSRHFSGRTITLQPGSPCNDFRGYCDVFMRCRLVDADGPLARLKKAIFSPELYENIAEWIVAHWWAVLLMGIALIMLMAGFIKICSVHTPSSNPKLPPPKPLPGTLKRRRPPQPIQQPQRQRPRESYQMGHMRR
# Starred values were filed as active, the others as inactive; i = inactive; / = no result given.
SMILES,DAX1 inh-1,hcDAF-12 act,FXN GAA850 act,ssDAF-12 act,ADAM17 inh,PG9 binder,DAX1 inh-2,hgDAF-12 ag,NPR1 activator,SMARCA2 activ,ADAM10 inh
Cc1cc2[nH]c(=O)c(=O)[nH]c2cc1S(=O)(=O)N1CCN(c2ccccc2)CC1,1.1,-2.7,0.4,-1.8,-12,-0.5,0.4,-1.1,3,-2,-40
CCOC(=O)c1sc(=S)[nH]c1C,-0.4,-1.1,2.1,-1.6,-4,19*,2.3,1.1,11,0,-8
COC(=O)N/N=C/c1cccc(OCCSc2ccc(Cl)cc2)c1,0.8,0.6,1.5,-1.0,4,-0.8,0.0,3.1,-9,-1,3
O=C(CNS(=O)(=O)c1ccccc1)NCc1ccco1,0.2,2.6,2.5,-0.6,-4,-1.0,1.8,-0.4,1,-3,6
O=c1[nH]c2cccnc2c2ccsc12,0.5,-0.1,1.8,-0.2,-37,0.7,5.9*,-2.0,5,1,-105
C[C@H](O)[C@@H]1CN2CCc3ccc(-c4ccc5c(c4)OCO5)cc3[C@@H]2C[C@@H]1N(C)C(=O)C1CCCCC1,0.4,-0.7,/,-0.9,2,2.5,/,5.6,-4,-2,-10
COc1ccc(C(=O)COC(=O)c2ccc(N(C)C)cc2)cc1,-1.4,-0.7,1.9,-1.7,-8,15*,0.1,4.9,-1,-1,-7
CCOC(=O)CC(=O)N/N=C/c1c(N)n(C)c(=O)n(C)c1=O,1.1,-1.4,0.7,-1.2,-6,1.4,-0.5,-2.7,-1,0,-8
O=C(CSC(=S)N1CCCC1)c1cc(Br)cc(Br)c1O,0.4,0.3,/,0.5,-1,0.3,/,-0.3,-5,1,-5
Cc1ccc(S(=O)(=O)CCC(=O)OCC(=O)Nc2ncc(Cl)cc2Cl)cc1,0.3,-0.3,-0.2,-0.9,-26,1.1,0.3,-1.7,-7,-3,-99
CCCC(C(=O)NC(C)(C)C)N(Cc1ccc(F)cc1)C(=O)c1snc(C(N)=O)c1N (configuration not stated),-0.7,-0.7,-0.8,-1.5,-32,0.4,1.2,-1.6,-26,-2,-82
O=C(NC(=S)NC1CCCC1)c1ccccc1,3.9*,4.2,4.5,0.4,4,-2.5,0.6,13*,-1,2,9
COc1ccc(N2CCN(Cc3ccc(Br)s3)CC2)cc1,-0.3,-0.2,-1.5,-0.8,-18,-2.7,0.3,1.2,1,0,-47
Cc1cc(C)c(C)c(S(=O)(=O)N2C(=S)NC(=O)C2C(C)C)c1C (configuration not stated),0.1,-0.8,1.6,-0.9,1,-1.8,-0.4,-1.4,3,-1,10
CC(=O)c1c(C)[nH]c(C(=O)OCc2ccccc2)c1C,0.2,0.7,6.2,-1.4,-2,-0.7,-0.5,5.1,5,1,-4
CCn1c(CNc2ccc(OC)cc2)nnc1SCC(=O)Nc1ccc(F)cc1,-0.3,-2.0,3.2,-0.8,0,-1.6,0.3,1.3,-2,-4,2
CNc1c([N+](=O)[O-])cnn1-c1ccc(Cl)cc1,0.3,0.3,1.4,-1.1,2,2.2,-0.5,-4.2,5,-3,-5
Cc1ccc(SCC(=O)NC(=O)NCc2ccccc2)c(C)c1,-0.3,-1.7,-0.9,-1.6,3,-0.4,3.3,0.1,3,-4,-8
COc1cc(OC)cc(C(=O)NNC(=O)c2nn(C)c(=O)c3ccccc23)c1,-1.6,-1.3,1.5,-1.4,-6,2.8,0.2,4.5,-1,-2,-2
CCn1nc(NC(=O)C(C)(C)C)c2cc3cccc(C)c3nc21,-0.2,0.0,-0.4,-0.9,-26,-0.6,-1.0,1.5,2,-1,-66
O=C(COc1nsnc1N1CCOCC1)Nc1ccc(Br)cc1,0.0,0.6,1.7,-1.2,3,-0.7,1.2,-0.7,-3,1,5
CCOC(=O)C1=C(COC(=O)c2cccnc2SC)NC(=O)NC1C (configuration not stated),0.6,-2.5,2.0,-1.3,-2,-0.7,-0.3,1.0,3,-2,-8
Cc1cccc(N2C(=O)CC(N3CCN(Cc4ccc5c(c4)OCO5)CC3)C2=O)c1 (configuration not stated),-0.1,-1.5,1.1,-1.1,-2,-0.1,0.1,-0.9,0,-4,-9
COC(CNC(=O)c1cc(C(=O)c2c(-c3c(Cl)cccc3Cl)noc2C)c[nH]1)OC,0.0,-0.5,-2.9,-1.8,1,-1.9,-0.3,-1.4,1,0,12
CC(=O)Nc1ccc(CN2CCC(n3nccc3NC(=O)CCc3ccccc3)CC2)cc1,0.6,-0.5,3.1,-0.7,-3,-1.8,0.1,0.4,1,-1,0
CCOC(=O)COc1nc(-c2ccc(C)cc2)cc(-c2ccco2)c1C#N,0.1,-0.5,-0.1,-1.2,-10,0.0,1.6,-0.9,1,-7,-17
COc1ccc(OC)c(-c2cc(C3CCN(C(=O)OC(C)(C)C)CC3)[nH]n2)c1,0.3,-1.3,4.6,-1.9,-2,-0.8,-1.9,-0.4,-5,-1,-5
N#CC1=C(N)N2C(=C(C#N)C13CCCC3)Nc1ccccc12,-0.1,0.1,-1.8,-1.0,-13,2.5,0.5,1.7,-2,-3,-32
O=C(NNC(=O)C1CCCC1)c1ccccc1F,-0.2,-0.8,1.5,-0.7,-1,-0.1,0.1,0.6,-1,1,-2
CCN(CC(=O)Nc1cccc(OC)c1)C(=O)c1cnc(Cl)c(Cl)c1,-0.1,-1.9,-1.3,-0.7,-1,1.0,-0.7,-1.1,-1,-2,-2
COC(=O)C(C)n1cnc2c(nnn2-c2ccc(F)cc2)c1=O (configuration not stated),-0.5,-0.1,-1.1,-0.9,-7,1.0,1.2,2.9,1,2,-4
O=C(NC(=S)Nc1ccc(Cl)cn1)C12CC3CC(CC(C3)C1)C2,0.1,0.0,3.5,-0.7,0,0.9,0.2,0.5,-4,0,-3
O=C(N/N=C/c1c[nH]c2ccccc12)c1[nH]c2ccc(Br)cc2c1-c1ccccc1,1.9,4.4,-0.9,1.4*,-14,-0.7,1.4,-2.0,2,0,-43
Cc1ccc(NC(=O)CN(C)C(=O)c2cc(-c3ccccc3)nn2-c2ccccc2)cc1,-0.8,-0.9,1.4,-0.9,0,-1.9,0.9,0.3,-7,1,-5
O=C(c1ccc(Cl)cc1)N1CCN(c2cc(=O)[nH]nc2-c2ccccc2)CC1,-0.8,-2.5,-0.8,-1.2,1,-1.4,-1.6,-3.3,-10,-1,2
Cc1ccc2c(c1)c(C)cc[n+]2Cc1ccccc1,-1.3,-2.4,-2.5,-0.9,-16,-0.4,-0.8,-5.5,-1,-6,-50
CC1C(=O)N2CCCc3cc(NC(=O)c4ccccc4F)cc1c32 (configuration not stated),-2.9,1.3,0.7,-0.9,1,-1.4,2.4,1.8,-1,-1,9
CC(=O)CC[C@@H]1CC[C@]2(CCCN(C(=O)C3CCCCC3)C2)O1,0.2,1.4,/,-0.4,-2,/,/,2.4,2,-3,-3
CCOC(=O)c1nn(-c2ccccc2)c(C(=O)OCC)c1N,-0.2,-1.9,2.7,-0.9,i,-2.2,-2.3,0.9,-2,4,i
O=Cc1c(NCc2ccccc2Cl)c2ccccc2[nH]c1=O,-0.3,-0.4,0.0,-1.2,-2,-1.7,-0.7,0.0,1,-1,-5
O=C(Nc1ccc(OC(F)F)cc1)c1ncc(Cl)c(Cl)c1Cl,-0.1,2.1,0.6,-1.8,-4,-1.7,0.1,4.8,-10,-5,-6
Cc1ccc2nc(-c3ccccc3)c(CN3CCOCC3)n2c1,0.5,-0.7,1.3,-1.4,0,-0.7,1.6,11*,2,3,-8
CCC(=O)N1CCC(C(=O)NC2CCCc3ccccc32)CC1 (configuration not stated),-0.8,-2.1,/,-1.0,-3,/,/,-0.4,4,-5,-6
Cc1[nH][nH]c(=O)c1C(c1ccc(O)c(Br)c1)c1c(C)[nH][nH]c1=O,0.2,0.0,-0.4,-1.3,0,-2.2,-0.5,1.6,4,-3,3
O=C(c1nc2nc(-c3ccccc3)cc(C(F)(F)F)n2n1)N1CCCCC1,-1.6,1.7,-1.6,-1.4,-13,-1.4,-0.7,-2.4,8,-2,-52

# Given with bars between the fields: part of the list above.
mol | DAX1 inh-1 | hcDAF-12 act | FXN GAA850 act | ssDAF-12 act | ADAM17 inh | PG9 binder | DAX1 inh-2 | hgDAF-12 ag | NPR1 activator | SMARCA2 activ | ADAM10 inh
CCOC(=O)c1nn(-c2ccccc2)c(C(=O)OCC)c1N | -0.2 | -1.9 | 2.7 | -0.9 | i | -2.2 | -2.3 | 0.9 | -2 | 4 | i
O=Cc1c(NCc2ccccc2Cl)c2ccccc2[nH]c1=O | -0.3 | -0.4 | 0.0 | -1.2 | -2 | -1.7 | -0.7 | 0.0 | 1 | -1 | -5

# Going on with the list:
SMILES,DAX1 inh-1,hcDAF-12 act,FXN GAA850 act,ssDAF-12 act,ADAM17 inh,PG9 binder,DAX1 inh-2,hgDAF-12 ag,NPR1 activator,SMARCA2 activ,ADAM10 inh
CCOc1ccc(Br)cc1S(=O)(=O)Nc1ccc(S(=O)(=O)Nc2cc(C)on2)cc1,0.7,-0.1,0.4,-1.0,5,0.7,0.8,-1.7,-2,-1,-6
Oc1ccc(Cl)cc1Sc1cc(Cl)ccc1O,-2.1,-1.3,0.2,-1.6,6,-1.6,-1.0,-2.7,4,-6,25*
CS(=O)(=O)c1ccc(-c2csc(C(O)c3cccc(Cl)c3)n2)cc1 (configuration not stated),-3.1,-0.4,0.7,-0.9,-3,1.1,/,-0.8,8,-3,-2
Cc1ccc(C)c(SCC(=O)OCC(=O)Nc2ncc(C(F)(F)F)cc2Cl)c1,0.0,0.1,-0.4,-1.0,3,-0.1,-0.6,2.4,0,-1,-2
O=C(O)c1cc(S(=O)(=O)Nc2ccc3c(c2)OCCO3)c(Cl)cc1Cl,-3.9,-4.3,-11,-2.3,1,-0.7,-0.3,-13,-1,-4,-2
C[C@@H]1CN([C@H](C)CO)S(=O)(=O)c2ccc(-c3ccc(C#N)cc3)cc2O[C@H]1CN(C)C(=O)Nc1cc(F)ccc1F,-3.5,-2.9,-8.8,-1.9,-3,-1.5,-3.1,-2.7,-7,-5,-7
CC1C(=O)OC(c2ccc(Cl)cc2)C(C)(C)C1=O (configuration not stated),0.1,-0.3,1.6,-1.1,-3,-0.1,0.6,-0.2,3,-3,0
COCc1cc(=O)[nH]c(SCC(=O)N2CCOCC2)n1,-0.4,-1.4,0.0,-0.7,1,2.0,0.0,0.9,0,-1,1
COc1ccc(/C=N/NC(=O)c2ccccc2O)cc1Cn1nnc2ccccc21,0.5,-1.1,2.7,-1.2,-9,-1.7,-0.5,0.0,-1,1,-10
CCN(C(=O)CSc1nc(C)nc2sc(C)c(C)c12)c1ccc(F)cc1,-0.8,-2.8,1.6,-0.6,-5,2.2,-0.1,-1.0,2,-3,1
O=C(C1CCOCC1)N1CCC(CO)(CCc2ccccc2)CC1,0.0,0.8,1.6,-1.7,-2,-1.6,0.4,0.2,2,0,2
O=C(CN1CCN(S(=O)(=O)c2ccc3ccccc3c2)CC1)Nc1ccc2c(c1)CCC2,-1.1,0.2,0.0,-1.8,5,-0.1,-1.8,-2.9,-1,-6,13
CC(C)[C@H](NC(=O)N1c2ccccc2NC(=O)[C@@H]1C(C)C)C(=O)N[C@@H](Cc1ccccc1)C(=O)O,0.1,-0.6,0.7,-0.3,0,-2.5,1.1,1.5,-1,1,4
COc1ccc(S(=O)(=O)NC(=O)C2(C)CCN2C(=O)c2c(C)noc2C)cc1 (configuration not stated),0.2,-1.1,1.9,-1.7,-3,0.2,/,1.6,4,-5,-3

# The order is random. About 6.8% of those tested had a hit in this group.
